Assay outcomes (PubChem)
EBNA-1 inh = EBNA-1 DNA-binding inhibitors, primary screen, biochemical, fluorescence polarization. inhibition, % at 14.8 µM. 300,000 tested, 0.34% active. AID 1950, 2009; in the data active means inhibition above about 28%
LAP4-GFP MLPCN = modulators of LAP4-GFP expression in yeast, primary screen, S. cerevisiae, multiplex flow cytometry, MLPCN library; 3 h; median GFP as percent of DMSO wells; GFP response vs DMSO, % at 10 µM; 320,000 tested, 0.34% active; AID 2023, 2009;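 active means GFP response vs DMSO above a set limit, about the screen mean plus 3 SD, cut at about 150% in these data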
procasp3 activ = activators of human procaspase-3 D3A mutant, primary screen, biochemical, absorbance, PC-3 D3A mutant, single concentration; Caspase-3 (Homo sapiens), P42574; recombinant procaspase-3 D3A, Ac-DEVD-pNA absorbance 405 nm; activation, % at 8.5 µM; 330,000 tested, 0.11% active;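 active means activation above the mean of all tested compounds plus 3 SD, cut at about 21% in these data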;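 further: 0% = DMSO alone and 100% = DMSO wells spiked with extra 5 µM PC-3 D3A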
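Assay system – Procaspase-3 D3A mutant · Benchmarks – DMSO low control, extra-enzyme high control · Technique – 405 nm absorbance of p-nitroaniline, reads at 0 and 120 min · Doses – 8.5 µM nominal · Measure – % activation between DMSO and enzyme-spiked controls · Also added – Ac-DEVD-pNA chromogenic peptide substrate · Schedule – 1 h compound preincubation, 2 h substrate hydrolysis at 25 °C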
MEP2 TOR yeast = modulators of MEP2-GFP levels in yeast, primary screen, S. cerevisiae, multiplex flow cytometry, MLPCN library. GFP response vs DMSO, % at 10 µM. 330,000 tested, 0.51% active. S. cerevisiae MEP2-GFP strain, 3 h; 100% = DMSO control level;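 active means GFP response versus DMSO above a set limit, roughly screen mean plus 3 SD, cut at about 180% in these data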;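 further: median GFP fluorescence of the barcode-gated MEP2-GFP cells per well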
AHR act = AHR activators, primary screen, cell-based, luminescence, luciferase reporter, human; Aryl hydrocarbon receptor (Homo sapiens), P35869; AHR-responsive luciferase reporter cells; activation, % at 5 µM; 320,000 tested, 2.5% active; in the data active means activation above about 47%;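 further: 0% = vehicle wells and 100% = reference agonist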
ZTA DNA inh = blocks Epstein-Barr virus ZTA, an EBNA-1 counter-screen; ZTA-DNA binding, fluorescence polarization; inhibition, % at 11 µM; 320,000 tested, 0.15% active; AID 2234; in the data active means inhibition above about 33%
RPL19A TOR yeast = RPL19A-GFP expression modulators in yeast, primary screen, cell-based, S. cerevisiae, multiplex flow cytometry, MLPCN; percent response vs DMSO, % at 10 µM; S. cerevisiae RPL19A-GFP strain, 3 h; hits give low values; 330,000 tested, 0.3% active;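 active means percent response vs DMSO below 50%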;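 further: median channel GFP fluorescence of the barcoded RPL19A-GFP strain; ratio of sample median GFP to plate DMSO average so 100% = DMSO; lower means less RPL19A-GFP as with rapamycin TOR inhibition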
procasp7 counter = procaspase-7 activators, primary screen, counter-screen for procaspase-3 activator project, biochemical, absorbance, HTS, human. 330,000 tested, 0.093% active. recombinant procaspase-7, Ac-DEVD-pNA absorbance 405 nm; D23A/D198A/D206A triple mutant, cannot self-cleave; scale: DMSO 0, 5 µM enzyme 100. Caspase-7 (Homo sapiens), P55210. activation, % at 8.5 µM;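 active means percent activation above the screen-wide mean plus 3 SD, cut at about 25% in these data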
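Assay system – Uncleavable procaspase-7 mutant enzyme · Quantity – 2 µM procaspase-7 mutant as dispensed · Times – 1 h preincubation, 2 h reaction · Dosing – single nominal 8.5 µM compound dose, 0.8% DMSO final · Buffer or medium – Zinc-free 50 mM HEPES buffer, pH 7.4, with NaCl and Triton X-100 · Detection – Epi-absorbance of released pNA at 405 nm, two timepoints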
The depositor's hits bear a star; · = no result given. Not a hit list. Share with any hit: about 3.8%.

mol,AHR act,RPL19A TOR yeast,procasp7 counter,ZTA DNA inh,MEP2 TOR yeast,LAP4-GFP MLPCN,EBNA-1 inh,procasp3 activ
O=C1C2C3C=CC(C3)C2C(=O)N1Nc1ccccc1 (stereo unspecified),-2,97,-2,5,95,108,-3,0
C/C=C(/C)C(=O)OC1CC(C)(C)C[C@H]2C3=CC[C@@H]4[C@@]5(C)CCC(O[C@@H]6O[C@@H](C(=O)O)[C@@H](O)C(O[C@@H]7OC[C@H](O)[C@@H](O)[C@@H]7O[C@@H]7OC(CO)C(O)[C@@H](O)[C@@H]7O)C6O[C@@H]6OC(CO)C(O)C(O)C6O)[C@@](C)(CO)[C@@H]5CC[C@]4(C)[C@]3(C)CC(O)[C@@]12CO (stereo partly specified),-5,110,1,·,105,110,·,10
Cc1ccc(C2CC(=O)NC3=C2C(=O)CCC3)cc1Br (stereo unspecified),-5,94,3,-12,98,93,1,0
Cc1ccc(S(=O)(=O)N2CCN(C(=O)CC3CCCC3)CC2)cc1,0,94,0,1,92,103,7,4
CCOC(=O)c1c(C)n(O)c2ccc(Cl)cc2c1=O,0,100,6,15,101,90,7,-6
CCn1cc(CN2CCC(n3nccc3NC(=O)CCOc3ccccc3)CC2)c(C)n1,0,106,-2,-6,109,94,-5,-6
CN(CC(=O)Nc1ccccc1Cl)C(=O)c1ccc(Cl)c(S(=O)(=O)N2CCCCCC2)c1,2,92,1,·,92,95,·,2
COc1ccc(Cl)cc1-c1nc(SCC(=O)NC(C)C)n[nH]1,20,108,9,-4,105,97,-1,6
COc1ccc(N(CC(=O)N2CCN(C)CC2)S(=O)(=O)c2ccccc2)cc1,1,97,7,6,95,87,4,1
COc1ccccc1OCCn1cc(/C=C(\C#N)C(=O)NCc2cccs2)c2ccccc21,2,88,-11,8,89,109,6,-2
Nc1nonc1C(=O)NC(c1ccccc1)c1ccccc1,-2,96,3,2,101,100,0,-7
COc1ccc2c(c1[N+](=O)[O-])CCC/C2=N/OC(=O)c1cccc2ccccc12,16,100,3,10,104,100,0,14
CCCC(=O)NC(=S)Nc1cccc(Cl)c1N1CCCCC1,5,100,-16,-4,100,99,-7,-9
Cc1cc(=O)oc2cc(Oc3ccc(C(N)=O)cc3[N+](=O)[O-])ccc12,3,99,3,0,92,86,0,6
O=C(NCC1CC1)C1(S(=O)(=O)c2ccccc2)CC=CC1,0,97,-6,3,91,112,-2,1
CCn1cc(/C=C(\NC(=O)c2ccccc2OC)C(=O)N2CCN(C)CC2)c2ccccc21,4,100,9,6,126,95,6,-1
COc1cc(C(=O)Nc2cccc(-c3nc4ncccc4o3)c2C)cc(OC)c1OC,-1,100,-3,-14,95,94,5,3
O=C(COc1cccc(OC(F)F)c1)Nc1ccc(SC(F)F)cc1,-1,106,6,6,105,106,-10,1
COc1cc(NS(=O)(=O)c2ccc(Br)s2)cc(OC)c1,2,88,4,2,96,97,5,-8
COc1ccc(NC(=O)C2(c3ccc(NC(=O)c4ccc(OC(C)=O)cc4)cc3)CCCC2)cc1,0,104,-6,6,103,104,25,8
NS(=O)(=O)c1ccc(N=Nc2ccc(=O)[nH]c2O)cc1,0,111,-26,22,119,99,-21,-25
CCOC(=O)N1CCN(CC(=O)Nc2c(C(=O)OC)[nH]c3cccc(Cl)c23)CC1,3,97,-1,-5,100,102,-8,-6
COc1ccc2c(c1)c(C(=O)CN1CCN(c3ccccc3)CC1)c(C)n2C,6,97,-8,1,95,111,7,-7
COc1ccc(C(C)=O)cc1CSc1nnc(Nc2ccc(C)cc2C)s1,-2,92,-13,-2,93,95,-5,-4
O=C(Nc1ccc(Cl)c(Cl)c1)Nc1nc(-c2ccccc2)cs1,19,101,1,5,103,94,3,9
Cc1ccc(S(=O)(=O)Nc2nc3ccccc3nc2NCC2CCCO2)c(C)c1 (stereo unspecified),4,101,0,-4,98,109,25,5
CC(O)[C@H]1CNC(=O)C(=O)N1CCCCC1CCCCC1 (stereo partly specified),2,100,7,-12,104,96,-8,-1
COC(=O)C(CCSC)NC(=O)C12CC3CC(CC(C3)C1)C2 (stereo unspecified),-3,96,0,-1,94,97,-3,4
CCCn1nc(C(=O)N2CCc3ccccc32)c2ccccc2c1=O,17,96,15,-2,97,92,·,0
Nc1ccc(C(=O)N/N=C/c2ccccc2)cc1,11,98,4,7,101,90,-5,10
O=C(Cn1c2ccc(F)cc2c2nc3n(c(=O)c21)CCS3)Nc1ccc(Cl)cc1F,0,97,1,5,96,102,-7,1
CCOC(=O)c1nc(Nc2ccc(C)cc2)c2ccccc2n1,3,100,12,7,102,105,-2,5
COC(=O)c1c(NC(=O)COc2ccc(Cl)cc2Cl)sc2c1CC(C)(C)NC2(C)C,-1,95,7,8,119,139,9,8
CCOc1ccc(OCC(=O)N(CCC2=CCCCC2)c2c(N)n(Cc3ccccc3)c(=O)[nH]c2=O)cc1,-1,98,8,9,104,109,2,1
CCCCN(C)C(=O)CCC(=O)Nc1ccc2nc(N3CCOCC3)cc(C)c2c1,11,100,13,-4,101,99,9,1
Cc1ccc(NC(=O)CNc2ccc(OC(C)C)cc2)c(C)c1,-2,102,-19,-2,100,101,6,1
O=C(NCC1(c2ccccc2)CCOCC1)c1cccs1,2,95,-1,8,103,97,4,-2
O=C(CCCNC(=O)c1ccc(Cl)cc1)Nc1ncccc1O,2,91,0,15,97,99,-8,3
C=CCn1c(-c2oc3nc(-c4ccccc4)cc(-c4ccccc4)c3c2N)n[nH]c1=S,1,95,-6,-10,97,93,-9,-17
COC(=O)c1ccc(OC(=O)CCS(=O)(=O)c2ccc(C)cc2)cc1,-1,99,4,0,102,96,-2,-9

Arranged by value in RPL19A TOR yeast (descending): some entries from above
canonical_smiles,RPL19A TOR yeast
CCCCN(C)C(=O)CCC(=O)Nc1ccc2nc(N3CCOCC3)cc(C)c2c1,100
CCOc1ccc(OCC(=O)N(CCC2=CCCCC2)c2c(N)n(Cc3ccccc3)c(=O)[nH]c2=O)cc1,98
COC(=O)c1c(NC(=O)COc2ccc(Cl)cc2Cl)sc2c1CC(C)(C)NC2(C)C,95

Further records follow.
mol,AHR act,RPL19A TOR yeast,procasp7 counter,ZTA DNA inh,MEP2 TOR yeast,LAP4-GFP MLPCN,EBNA-1 inh,procasp3 activ
Cc1ccc(N(CC(=O)Nc2ccc(S(=O)(=O)N3CCOCC3)cc2)S(C)(=O)=O)cc1C,5,95,10,17,99,101,8,4
CC(C)NC(=O)C1CCN(C2CCN(C(=O)c3cc4c(s3)CCCCC4)CC2)CC1,-1,102,25,-11,67,103,-2,-2
O=C1C2C3C=CC(C4CC34)C2C(=O)N1/N=C/c1ccc(-c2ccc(F)cc2[N+](=O)[O-])o1 (stereo unspecified),20,91,0,5,86,81,-21,-1
CC1=CC(C)[C@H](/C=N/n2c(=O)[nH]c3c([nH]c4ccc(Br)cc43)c2=O)C(C)C1 (stereo partly specified),17,98,2,7,98,93,-2,-3
CCc1c(C)nc(SCC(=O)c2ccc(C)c(C)c2)[nH]c1=O,1,104,-2,10,100,102,2,2
COc1cc(Nc2nc(-c3ccccc3)c3cc(C)ccc3n2)cc(OC)c1OC,18,99,-9,2,110,122,4,0
O=C(N/N=C/c1c[nH]c2ccccc12)c1ccn(Cc2ccc(Cl)cc2)n1,32,100,-3,-7,103,107,0,3
COc1ccc(OC)c(/C=c2\sc3nc(-c4cccs4)nn3c2=O)c1,2,100,-8,-4,106,103,5,1
CCN1CCN(CC(=O)Nc2nc3ccc(C)cc3s2)CC1,16,101,7,-8,132,95,-1,6
CCN1C(=O)[C@H]2[C@@H](c3ccc(-c4cccc(Cl)c4)c(OC)c3)N3CCC[C@@]3(C(=O)OC)[C@H]2C1=O,21,104,-6,·,100,108,·,-10
Cc1ccc(NC(=O)c2cccc(F)c2)cc1S(=O)(=O)N1CCCCCC1,2,90,4,-1,89,87,-3,-9
CCCNC(=O)NC(=O)CSc1nncs1,-2,97,8,9,100,97,-14,-14
Cc1ccc2nc3n(c(=O)c2c1)-c1ccc(Cl)cc1C(=O)NC3CC(C)C (stereo unspecified),1,101,1,·,96,98,·,-6
Cc1nn(CCCC(=O)NCCc2ccccc2)c(=O)c2nn(-c3ccccc3)c(C)c12,1,101,-4,-2,103,100,-9,14
Cc1ccc2cc(C3CC(c4cccs4)=NN3S(C)(=O)=O)c(Cl)nc2c1 (stereo unspecified),2,98,8,-3,106,115,-8,6
Cc1ccc(C)c(-c2nnc(NC(=O)Cc3ccc(F)cc3)o2)c1,6,104,-14,0,111,111,1,8

4 compounds already listed, ordered by heavy-atom count, smallest number first:
mol,AHR act,RPL19A TOR yeast,procasp7 counter,ZTA DNA inh,MEP2 TOR yeast,LAP4-GFP MLPCN,EBNA-1 inh,procasp3 activ
CCCNC(=O)NC(=O)CSc1nncs1,-2,97,8,9,100,97,-14,-14
Cc1ccc2cc(C3CC(c4cccs4)=NN3S(C)(=O)=O)c(Cl)nc2c1 (stereo unspecified),2,98,8,-3,106,115,-8,6
Cc1ccc(NC(=O)c2cccc(F)c2)cc1S(=O)(=O)N1CCCCCC1,2,90,4,-1,89,87,-3,-9
CCN1C(=O)[C@H]2[C@@H](c3ccc(-c4cccc(Cl)c4)c(OC)c3)N3CCC[C@@]3(C(=O)OC)[C@H]2C1=O,21,104,-6,·,100,108,·,-10

The list continues.
mol,AHR act,RPL19A TOR yeast,procasp7 counter,ZTA DNA inh,MEP2 TOR yeast,LAP4-GFP MLPCN,EBNA-1 inh,procasp3 activ
COc1ccccc1C(=O)NC(=S)Nc1ccc(NC(=O)c2cccs2)cc1,25,99,2,8,99,89,1,3
O=C(O)C1CCN(S(=O)(=O)c2cccnc2)CC1,6,110,3,-2,112,114,-6,-2
COc1ccc(C)cc1NC(=O)c1cc2ccccc2cc1OCC(=O)NCc1ccco1,15,101,-1,11,111,106,1,2
COc1ccc(-c2csc(NC(=O)c3cc(C)on3)c2C#N)cc1OC,3,98,2,2,104,104,9,-6
C=CC(COCc1ccccc1)N(CC(=O)OC)S(=O)(=O)c1cc(Br)ccc1OC (stereo unspecified),-2,110,4,·,104,104,·,5
Brc1ccc(-c2nnc3sc(CNC4CCCC4)cn23)cc1,2,105,0,-4,96,101,-6,-3
CC(C)CN(C(=O)COC(=O)c1ccc2ccccc2c1)c1c(N)n(Cc2ccccc2)c(=O)[nH]c1=O,1,89,2,-2,93,106,9,7
c1ccc(-c2csc(-c3ccc(-c4csnn4)cc3)n2)cc1,0,92,6,20,92,97,57*,-1
O=C(Oc1ccccc1C(=O)N1CCOCC1)c1ccc(F)cc1,-1,92,2,8,98,107,-3,-5
c1ccc(Cn2ncc3c(N4CCCCC4)ncnc32)cc1,1,99,3,-13,105,109,-7,-2
O=C(c1cccc(-c2ccc(O)cc2)c1)N1CCN(c2ccc(F)cc2)CC1,2,90,10,-6,83,88,40*,1
Cc1nn(CC(=O)Nc2ccccn2)c(C)c1Br,4,103,-1,-14,101,88,5,-4
Cc1ccc2c(c1)C(=O)C(=O)N2Cc1ccc(Br)cc1,8,98,-1,·,92,110,·,2
O=C(CSc1ccc2nnc(-c3ccccn3)n2n1)Nc1ccc2c(c1)OCCO2,-9,96,4,7,82,86,-3,0
